Mdm2-MdmX inh: inhibitors of human Mdm2/MdmX interaction. AID 485346. O15151+Q00987. SaOS-2 split-luciferase Mdm2/MdmX complementation, luminescence. inhibition, % at 8 µM. 330,000 compounds, 3% hits;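 active = inhibition of at least 50% at 8 µM in the primary screen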
Target sequence (O15151 whole entry, looked up): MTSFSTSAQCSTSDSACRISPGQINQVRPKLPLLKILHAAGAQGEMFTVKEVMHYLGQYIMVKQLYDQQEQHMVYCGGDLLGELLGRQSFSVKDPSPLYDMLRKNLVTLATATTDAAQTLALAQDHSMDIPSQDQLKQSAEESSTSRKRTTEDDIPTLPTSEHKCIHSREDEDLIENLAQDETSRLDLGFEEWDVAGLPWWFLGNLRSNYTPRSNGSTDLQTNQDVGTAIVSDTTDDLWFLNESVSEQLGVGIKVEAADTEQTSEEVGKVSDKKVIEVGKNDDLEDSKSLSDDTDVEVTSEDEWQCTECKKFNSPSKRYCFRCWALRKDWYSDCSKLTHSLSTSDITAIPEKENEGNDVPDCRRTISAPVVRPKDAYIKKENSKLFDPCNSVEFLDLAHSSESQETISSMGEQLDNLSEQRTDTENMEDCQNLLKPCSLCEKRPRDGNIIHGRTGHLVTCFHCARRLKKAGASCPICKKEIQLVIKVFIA
Target sequence (Q00987 whole entry, looked up): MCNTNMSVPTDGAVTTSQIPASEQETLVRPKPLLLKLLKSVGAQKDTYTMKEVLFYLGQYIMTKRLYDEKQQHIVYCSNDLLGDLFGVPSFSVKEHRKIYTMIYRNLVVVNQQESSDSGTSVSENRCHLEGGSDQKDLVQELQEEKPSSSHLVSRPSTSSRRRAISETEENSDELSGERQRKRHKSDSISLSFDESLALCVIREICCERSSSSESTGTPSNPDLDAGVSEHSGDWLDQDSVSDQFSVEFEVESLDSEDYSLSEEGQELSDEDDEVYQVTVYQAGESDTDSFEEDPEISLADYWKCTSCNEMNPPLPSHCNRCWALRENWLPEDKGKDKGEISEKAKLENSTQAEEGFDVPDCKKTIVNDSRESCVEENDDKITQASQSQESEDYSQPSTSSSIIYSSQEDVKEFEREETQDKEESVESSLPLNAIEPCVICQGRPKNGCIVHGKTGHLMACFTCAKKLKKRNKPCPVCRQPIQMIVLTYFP
697 NFkB inh: inhibitors of the PMA/ionomycin-induced NF-kB reporter in 697 B cells. 697 B-cell NF-kB luciferase reporter, 16 h. inhibition, % at 4 µM. 330,000 compounds, 0.33% hits. AID 435022; in the data active = inhibition above about 35%
APJ agonist: APJ receptor agonism; P35414; CHO-K1 APJ PathHunter beta-arrestin, luminescence; 0% DMSO wells, 100% apelin; activation, % at 20 µM; 330,000 compounds, 0.11% hits; AID 2520;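 active = activation more than six SD over the plate average, tested at 20 µM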;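 note: 0% = DMSO alone and 100% = apelin-13 at 10 nM; some results filed as inactive read as strong as hits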
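Test system: CHO-K1 APJ beta-arrestin complementation cell line | Compound: Single test compound dose, 20 µM final, 1% DMSO | Incubation: Compound 90 min 25 °C, reagent 1 h | Measured by: beta-gal luminescence | Read-out basis: APJ–arrestin association signal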
Jurkat NFkB inh: inhibitors of the PMA/ionomycin-induced NF-kB reporter in Jurkat cells. PMA/ionomycin-induced NF-kB luciferase reporter, luminescence. inhibition, % at 4 µM. 330,000 compounds, 0.53% hits; in the data active = inhibition above about 50%
APJ antag: APJ receptor antagonism; P35414; 330,000 compounds, 0.32% hits; CHO-K1 APJ beta-arrestin complementation, luminescence; inhibition, % at 20 µM;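 active = inhibition above about 40% at 20 µM, limit read from the data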;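 note: cells challenged with 10 nM apelin-13 agonist together with compound; plate controls were apelin-13 plus DMSO wells for no effect and DMSO wells lacking apelin-13 for full effect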
tim23-1 inh: inhibits growth of tim23-1 mutant yeast. S. cerevisiae tim23-1 growth, BacTiter-Glo luminescence, 24 h. 330,000 compounds, 1.3% hits. inhibition, % at 20 µM;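 active = growth inhibition of the mutant yeast at or above 50%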;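 note: temperature-sensitive mutant grown at 25 °C; plate controls were DMSO-treated mutant yeast for no effect and medium wells lacking yeast for full effect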
CHOP UPR activ: activators of apoptotic arm of unfolded protein response (CHOP); CHO-CHOP luciferase reporter, UPR activation, luminescence; percent of tunicamycin response over DMSO baseline; activation, % at 10 µM; AID 449763; 330,000 compounds, 0.34% hits;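 active = at 10 µM dose, activation of 40% or more, normalized to positive control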;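 note: 100% = tunicamycin at 10 µg/mL and 0% = DMSO alone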
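Test system: CHO-CHOP cells, stable luciferase reporter of PERK-eIF2a-CHOP signalling | Quantity: 500 CHO-CHOP cells per well | Buffer or medium: F12 plus 10% serum | Compound dosing: 10 µM single point, 0.5% DMSO | Schedule: 6 h compound treatment, 37 °C | Signal: Luciferase luminescence | Control set: Tunicamycin high control, DMSO low control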
UPR XBP1 act: adaptive UPR (XBP1) activation | CHO-XBP1 luciferase reporter, IRE1-XBP1 UPR activation, luminescence; percent of tunicamycin response, DMSO as zero | activation, % at 20 µM | 330,000 compounds, 0.33% hits;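 active = versus positive control, 20 µM dose yields 30% or more activation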;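 note: 100% = tunicamycin at 10 µg/mL and 0% = DMSO only wells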
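Material: CHO-XBP1 cells stably carrying IRE1-XBP1-driven luciferase reporter / Amount: 1000 cells per well / Compound: 20 µM, 1% DMSO / Times: 6 h treatment, 37 °C / Detection: luciferase luminescence / Measure: % activation of reporter signal versus tunicamycin and DMSO controls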
Starred values were filed as active, the others as inactive; x = not tested or not shown; & = joins results of further samples.

(1) Cc1noc(C)c1C(=O)OCC(=O)Nc1ccccc1SCC#N
(2) O=C(CN1C(=O)NC2(CCCCCCC2)C1=O)NCc1ccc(Cl)cc1
(3) N#CCCNS(=O)(=O)c1ccc(C(=O)OCC(=O)Nc2ccc3c(c2)OCO3)cc1
(4) CCc1ccc2nc3c(c(C(=O)O)c2c1)CCC3
(5) Cc1ccc(NC(=O)c2cc(-c3cccs3)nc3ccccc23)nc1
(6) C=CCNC(=S)NNC(=O)c1cc(O)ccc1O
(7) COC(=O)c1cc2occc2n1Cc1cccc(C)c1
(8) Cc1ccc2c(Cn3cc(C(F)(F)F)cc(Cl)c3=O)cc(=O)oc2c1
Assay by compound	1	2	3	4	5	6	7	8
Mdm2-MdmX inh	-6	-14	9	15	22	9	-13	-27
697 NFkB inh	-2	10	20	4	15	9	11	-4
APJ agonist	-4	-2	-2	-5	1	0	-3	-2
Jurkat NFkB inh	-19	-119	0	-3	0	-10	-7	-1
APJ antag	-4	9	-32	-4	6	4	-1	1
tim23-1 inh	-1	-6	6	-1	22	2	19	-3
CHOP UPR activ	-0.1	0.2	-1.0	-1.9	2.4	-0.3	-1.8	0.8
UPR XBP1 act	3	2	-1	2	-2	-3	-1	-5

(9) COC(=O)c1ccccc1OS(=O)(=O)N(C)C
(10) O=C(Nc1ccc(N2CCN(C(=O)c3ccccc3)CC2)cc1)c1cccnc1
(11) Cc1ccc(S(=O)(=O)N2CCCCC2)cc1NC(=O)c1ccncc1
(12) CCN(CC)CCCn1c2c(c(SCC(=O)Nc3nc(C)cs3)nc1=O)CCC2
(13) CN1CCN(S(=O)(=O)c2ccc(C(=O)Nc3ccccc3)cc2)CC1
(14) COc1ccc(CNC(=O)Nc2ccc(C)cc2)cc1
(15) Cc1ccc(S(=O)(=O)N2CCC(N3CCC(C)CC3)CC2)cc1
(16) CCn1cc(C(=O)NCCCN(C)C)c(=O)c2cc(F)c(N3CCN(C)CC3)cc21
Assay by compound	9	10	11	12	13	14	15	16
Mdm2-MdmX inh	15	30	-22	0	-9	-19	-24	-37
697 NFkB inh	-5	8	-27	7	-1	-32	-13	-18
APJ agonist	-2	1	-1	2	-1	2	-5	-2
Jurkat NFkB inh	-5	6	-3	23	-4	-32	-3	-11
APJ antag	0	-1	9	11	-12	2	5	15
tim23-1 inh	-2	-5	18	6	0	-3	5	-5
CHOP UPR activ	-1.0	-1.0	-0.9	1.7	2.2	5.8	0.4	-1.8
UPR XBP1 act	-3	-2	-2	3	-2	0	-2	1

(17) CCOc1ccc(CCNC(=O)CN2C(=O)NC(CCSC)C2=O)cc1OCC (configuration not stated)
(18) CCN(C[C@H]1N[C@@](CC)(C(=O)OC)[C@H]2C(=O)N(Cc3ccccc3)C(=O)[C@@H]12)S(=O)(=O)c1ccc(F)cc1
(19) Cc1ccc(NC(=O)C2CCCC2)cc1Cl
(20) CC1CCC(NC(=O)c2ccc(NC(=O)c3ccc(=O)[nH]c3)cc2)CC1 (configuration not stated)
(21) CCCCNC(=O)C1CCN(Cc2ccc(OCc3ccccc3)c(OC)c2)CC1
(22) O=C(NCc1cccnc1)c1cccc(S(=O)(=O)Nc2ccc(F)cc2)c1
(23) Cc1ccc(C)c(NC(=S)NCc2ccccc2)c1
(24) COc1cc(/C=C2/NC(=O)NC2=O)cc(Br)c1OCc1ccccc1
Assay by compound	17	18	19	20	21	22	23	24
Mdm2-MdmX inh	11	9	23	8	-18	11	0	9
697 NFkB inh	17	8	-9	-21	6	-5	25	-6
APJ agonist	-4	-6	1	-3	-3	2	-2	0
Jurkat NFkB inh	-6	12	3	-25	-89	10	12	-16
APJ antag	-8	-4	21	-34	8	4	13	-8
tim23-1 inh	4	15	13	-21	-1	9	31	8
CHOP UPR activ	1.1	1.6	0.6	2.5	3.2	0.4	0.5	-1.1
UPR XBP1 act	1	1	1	2	1	-1	-4	3

A section taken from the entries so far, for reference:
(1) Cc1noc(C)c1C(=O)OCC(=O)Nc1ccccc1SCC#N
(2) O=C(CN1C(=O)NC2(CCCCCCC2)C1=O)NCc1ccc(Cl)cc1
(3) N#CCCNS(=O)(=O)c1ccc(C(=O)OCC(=O)Nc2ccc3c(c2)OCO3)cc1
(4) CCc1ccc2nc3c(c(C(=O)O)c2c1)CCC3
(5) Cc1ccc(NC(=O)c2cc(-c3cccs3)nc3ccccc23)nc1
(6) C=CCNC(=S)NNC(=O)c1cc(O)ccc1O
(7) COC(=O)c1cc2occc2n1Cc1cccc(C)c1
(8) Cc1ccc2c(Cn3cc(C(F)(F)F)cc(Cl)c3=O)cc(=O)oc2c1
(9) COC(=O)c1ccccc1OS(=O)(=O)N(C)C
Assay by compound	1	2	3	4	5	6	7	8	9
Mdm2-MdmX inh	-6	-14	9	15	22	9	-13	-27	15
697 NFkB inh	-2	10	20	4	15	9	11	-4	-5
APJ agonist	-4	-2	-2	-5	1	0	-3	-2	-2
Jurkat NFkB inh	-19	-119	0	-3	0	-10	-7	-1	-5
APJ antag	-4	9	-32	-4	6	4	-1	1	0
tim23-1 inh	-1	-6	6	-1	22	2	19	-3	-2
CHOP UPR activ	-0.1	0.2	-1.0	-1.9	2.4	-0.3	-1.8	0.8	-1.0
UPR XBP1 act	3	2	-1	2	-2	-3	-1	-5	-3

Later entries.
(25) CC(=O)N1N=C(c2ccc3nccnc3c2)CC1c1ccccc1 (configuration not stated)
(26) O=C(O)C1CCCCC1C(=O)Nc1ccccc1Nc1ccccc1 (configuration not stated)
(27) COc1ccc(OC)c(N/C(C)=C/C(=O)c2ccc(Br)cc2)c1
(28) CCCCCn1c(=S)[nH]c2cc(C(=O)N3CCN(C(=O)OCC)CC3)ccc2c1=O
(29) O=C(NCC12CC3CC(C1)CC(CNC(=O)N1CCCC1)(C3)C2)N1CCCC1
(30) O=C(NC1CCN(C(=O)NC2CCCCC2)CC1)c1cccc(F)c1
(31) CCC(=O)N/C(=N/c1nc(C)cc(C)n1)Nc1ccc(OC)cc1
(32) C=CCN1C(=Nc2cccnc2)SCC1(O)c1ccc(C)cc1 (configuration not stated)
Assay by compound	25	26	27	28	29	30	31	32
Mdm2-MdmX inh	2	-3	-42	31	1	-3	29	27
697 NFkB inh	0	-23	-18	11	5	14	-6	-68
APJ agonist	-1	2	0	-4	-1	0	-4	-1
Jurkat NFkB inh	-14	-14	-20	14	-1	2	-7	10
APJ antag	18	6	18	20	14	7	-1	4
tim23-1 inh	18	17	-20	-6	4	4	34	32
CHOP UPR activ	-1.8	-2.6	3.7	-1.4	-2.1	3.0	0.5	7.3
UPR XBP1 act	-1	-2	-2	-2	-1	-2	-1	7

(33) O=CN1CCN(C(=O)c2cc3cc(Cl)ccc3[nH]2)CC1
(34) O=C(Nc1cc2c(cc1Cl)OCCCO2)c1ccccc1
(35) COC(=O)[C@H](Cc1ccccc1)N1C/C=C\COc2c(Cl)cc(Cl)cc2S1(=O)=O
(36) Cc1ccc([N+](=O)[O-])c2c1C(N1CC(C)OC(C)C1)C(C)(C)O2 (configuration not stated)
(37) Cc1c(O)c(CN(C)C)cc2c1oc(=O)c1ccccc12
(38) Cc1ccc(C2(C)NC(=O)N(CC(=O)Nc3ccc(S(=O)(=O)Nc4nccs4)cc3)C2=O)cc1 (configuration not stated)
(39) CCOC(=O)C1=C(C)N=C2SC(CC)C(=O)N2C1c1cccc(F)c1 (configuration not stated)
(40) Cc1ccc(NC(=O)CCNS(=O)(=O)c2ccc3[nH]c(=O)oc3c2)c(C)c1
Assay by compound	33	34	35	36	37	38	39	40
Mdm2-MdmX inh	1	-105	24	17	10	-25	-6	8
697 NFkB inh	-2	-92	11	15	-7	17	-5	3
APJ agonist	0	2	x	-4	-4	1	-2	0
Jurkat NFkB inh	0	-74	x	-6	12	13	13	2
APJ antag	9	8	x	11	18	-6	18	4
tim23-1 inh	2	18	52*	12	12	12	11	7
CHOP UPR activ	1.8	3.5	-0.2	-0.5	0.9	3.3	-0.7	0.9
UPR XBP1 act	-2	0	3	0	7	0	2	0

(41) COc1ccc(CCN2C(=O)CS/C2=N\NC(=O)c2ccc(C(C)(C)C)cc2)cc1OC
(42) O=C(CC1C(=O)NC2CCCCC2N1C(=O)c1ccc(F)cc1)Nc1ccccc1 (configuration not stated)
(43) CCN(CC(=O)NCc1ccc(F)cc1)C(=O)C1CC1C (configuration not stated)
(44) Clc1ccc(-c2csc3ncnc(NCCN4CCOCC4)c23)cc1
(45) O=C(NC1CCCCC1)N1CCN(S(=O)(=O)c2ccc(F)cc2)CC1
(46) O=C(Nc1ccccc1Cl)Oc1ccc2ccccc2c1
(47) COC(=O)[C@]1(C)N[C@H](CN(C)C(=O)c2ccc(C(C)(C)C)cc2)[C@@H]2C(=O)N(Cc3ccccc3)C(=O)[C@@H]21
(48) O=C(NCCCn1ccnc1)c1cc(C(=O)C2CC2)c[nH]1
Assay by compound	41	42	43	44	45	46	47	48
Mdm2-MdmX inh	15	7	8	45	12	6	-2	17
697 NFkB inh	-34	23	-18	-78	-1	-14	-1	-16
APJ agonist	3	2	1	-8	0	3	-3	-1
Jurkat NFkB inh	0	7	9	-16	-13	-48	5	10
APJ antag	-1	16	-6	9	3	-9	2	-2
tim23-1 inh	10	12	0	13	13	21	12	0
CHOP UPR activ	-0.5	0.4	0.5	-0.4	-2.3	0.9	0.1	1.0
UPR XBP1 act	0	-2	-2	2	-1	1	1	-1

(49) COC(=O)c1cnc[nH]1
(50) Cc1cc(C)[n+]2n1C(=O)C(c1ccccc1)=C2[O-]
(51) Cc1cccc(C)c1OCC(=O)NNC(=S)NC(=O)C1CC1
(52) O=C(CSc1ccc2nnc(-c3ccccn3)n2n1)Nc1ccc2c(c1)OCO2
(53) CCc1ccccc1N(CC)C(=O)c1cn(CC)c(=O)c2cc(OC)c(OC)cc12
(54) COc1ccc(NC(=O)COC(=O)Cn2c(C)nc3ccccc32)cc1OC
(55) COc1cc(CNn2c(C)n[nH]c2=S)cc(Br)c1OCc1ccc(F)cc1
(56) CC(C)CCNC(=O)C(=O)Nc1ccccc1
Assay by compound	49	50	51	52	53	54	55	56
Mdm2-MdmX inh	10	-6&-10	26	-25	16	31	17	-36
697 NFkB inh	13	-12&-5	1	5	8	10	-31	-61
APJ agonist	-2	-5&-2	-11	1	-2	-1	5	-3
Jurkat NFkB inh	21	-8&-11	6	-6	5	9	25	-75
APJ antag	7	7&11	-1	-9	6	16	-5	4
tim23-1 inh	-13	26&17	37	9	17	8	41	-2
CHOP UPR activ	0.3	3.0&2.6	0.4	0.7	-2.3	-0.8	0.4	5.1
UPR XBP1 act	-10	0&1	-2	6	-1	4	3	-1

(57) CC(C)(C)[C@H]1C=C(C(N)=O)O[C@@H](OCc2ccc(CO)cc2)C1
(58) CCC1CCCCN1S(=O)(=O)c1ccc(C(=O)Nc2nnc(-c3ccccc3Cl)o2)cc1 (configuration not stated)
(59) CCOc1cccc(C2/C(=C(/O)c3ccc4c(c3)CC(C)O4)C(=O)C(=O)N2CCCn2ccnc2)c1 (configuration not stated)
(60) O=C(CNS(=O)(=O)c1ccccc1)OCc1cccc([N+](=O)[O-])c1
Assay by compound	57	58	59	60
Mdm2-MdmX inh	23	63*	24	6
697 NFkB inh	3	-44	18	-3
APJ agonist	2	-2	-6	-3
Jurkat NFkB inh	-6	0	9	-4
APJ antag	-4	-10	8	6
tim23-1 inh	7	21	8	9
CHOP UPR activ	2.3	3.9	2.2	0.0
UPR XBP1 act	0	1	-4	-4

From PubChem
